# Hsp70 displacement: Hsp70 inhibitors, probe displacement, primary screen, biochemical, fluorescence polarization (AID 583); Hsp70 fluorescence polarization probe displacement, mP; higher % means a stronger effect; displacement, % at 20 µM, or IC50 in µM where a hit was titrated; actives 0.06% (n = 140,000); in the data active = displacement above about 50%;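 note: plate controls were vehicle for no effect and reference ligand for full effect; a part of the inactive calls stands beside numbers as strong as those of hits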
# MKP-3 inhibition: MKP-3 phosphatase inhibitors, primary screen, biochemical, rat enzyme, in vitro (AID 425) | Dual specificity protein phosphatase 6 (Rattus norvegicus) | recombinant MKP-3 phosphatase activity, fluorescence; higher % means a stronger effect | inhibition, % at 20 µM; hits with a dose series show IC50 in µM | actives 0.17% (n = 110,000); in the data active = inhibition above about 50%;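 note: plate controls were vehicle for no effect and reference inhibitor for full effect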
# An asterisk follows results filed as active; / = not tested or not shown.
SMILES,Hsp70 displacement,MKP-3 inhibition
O=c1c2cn[nH]c2nc(SCc2ccc3c(c2)OCCO3)n1-c1ccccc1,4.9%,-5.4%
COC(=O)C(C)Sc1n[nH]c(=S)s1 (centres undefined),-3.5%,/
Cc1nc(NC(C)C)c2oc3ccccc3c2n1,0.3%,1.2%
CC(C)C(=O)c1cn(CC(=O)NCc2ccco2)c2ccccc12,-3.2%,/
CSc1ccccc1NC(=O)COc1ccc(S(=O)(=O)N2CCCC2)cc1,-1.3%,0.5%
CCSc1nnc2c(n1)OC=Nc1ccc(Br)cc1-2,-1.1%,-2.6%
CCOC(=O)c1sc2nc(C)n(/N=C/c3ccc4c(c3)OCO4)c(=O)c2c1C,-1.3%,4.7%
Cc1ccccc1CN1CCN(S(C)(=O)=O)CC1,3.6%,1.5%
Cc1ccc(S(=O)(=O)Oc2ccc(C(c3c(C)[nH][nH]c3=O)c3c(C)[nH][nH]c3=O)cc2)cc1,3.2%,/
Cc1ccc(COc2ccc(C=C3C(=O)NC(=O)NC3=O)cc2Br)cc1,-0.5%,1.1%
COC(=O)n1c(=O)oc2cc(S(=O)(=O)N3CCCCC3)ccc21,1.2%,-1.9%
CC1=CC(=O)C=C/C1=N/OC1=C(O/N=C2/C=CC(=O)C=C2C)C(=O)c2ccccc2C1=O,8.9%,66.0%*
CCC(=O)N1CCN(c2ccc(NC(=O)c3ccco3)cc2)CC1,0.2%,-13.2%
CCN1CCN(c2nc(-c3ccccn3)nc3ccccc23)CC1,-2.0%,/
Cc1cc(Cl)c(S(=O)(=O)NCC2CCCO2)cc1OCC(N)=O (centres undefined),0.2%,-0.4%
COC(=O)Nc1ccc(OCc2ccccc2)cc1,-5.3%,-3.0%
Cc1nc(C)c(-c2csc(Nc3cccnc3)n2)s1,6.0%,-11.7%
O=C1N=c2ccc(Cl)cc2=C1c1sc(NS(=O)(=O)c2ccccc2)nc1O,17.3%,6.5%
CCCc1nc2ccccc2n1CC(O)COc1ccc(I)cc1 (centres undefined),1.5%,1.7%
Cc1ccc(OCC(=O)NCc2ccco2)cc1C,7.3%,-1.9%
Cc1ccc(NC(=O)CC2SC(N)=NC2=O)c([N+](=O)[O-])c1 (centres undefined),-4.3%,3.5%
COc1ccccc1OCC(=O)Nc1ccc(S(N)(=O)=O)cc1,3.8%,3.5%
CC12CC(NC(=O)N1Cc1ccccc1)c1ccccc1O2 (centres undefined),-0.7%,3.6%
c1ccc2c(c1)nc(N1CCOCC1)c1c3ccccc3[nH]c21,2.7%,-9.0%
O=c1cc(CN2CCN(c3ccccc3)CC2)c2cc(O)c(-c3ccccc3)cc2o1,2.5%,17.1%

# More structures follow.
SMILES,Hsp70 displacement,MKP-3 inhibition
O=C(Nc1ccccc1C(=O)Nc1nccs1)c1ccccc1,-1.1%,-3.2%
CCOC(=O)c1c(NC(=O)Nc2ccccc2)sc(C)c1C,0.7%,/
COc1ccc(C2(C(=O)O)CCCC2)cc1,-0.6%,-1.1%
Cc1cc(=O)[nH]c(N2CCc3ccccc3C2)n1,-0.6%,/
O=C(O)c1cc(NC(=O)c2cccc(N3C(=O)c4ccccc4C3=O)c2)cc(C(=O)O)c1,-2.3%,4.2%
COc1ccccc1C(=O)Nc1ncc(S(=O)(=O)c2ccc([N+](=O)[O-])cc2)s1,-1.8%,4.1%
CCOc1ccccc1N/C=C/C(=O)C(C)(C)C,-1.2%,-6.4%
CCc1cccc(C)c1NS(=O)(=O)c1c(C)cc(C)cc1C,-2.4%,-2.6%
CC1CCc2nn(CC(=O)NCc3ccc(F)cc3)cc2C1 (centres undefined),-5.6%,-4.1%
CC(=O)NCCn1c(SCc2cc(F)ccc2F)nc2ccccc2c1=O,0.7%,/
Cc1cccc(OCC(=O)Nc2cc([N+](=O)[O-])ccc2Cl)c1,-0.4%,2.8%
COc1ccccc1C(=O)N1CCN(C(=O)COc2cccc(C)c2)CC1,0.5%,1.6%
CCCOC(=O)Nc1ccccc1C(N)=O,-0.3%,-4.3%
O=C(Nc1ccccc1Cl)c1ccc2c(c1)N(Cc1ccc(F)cc1)C(=O)CS2=O (centres undefined),-1.8%,-0.6%
CCNC(=O)NC(=O)COC(=O)c1ccccc1SCC(=O)NC(=O)NCC,0.9%,-5.7%
CCCS(=O)(=O)C(=C1NCCO1)S(=O)(=O)CCC,-1.3%,-4.2%
CCNC(=S)N1CCN(CCN=CC2=C(O)CC(c3ccco3)CC2=O)CC1 (centres undefined),3.6%,/
Cc1cccc(N2C(=O)c3cccc([N+](=O)[O-])c3C2=O)n1,1.9%,-4.1%
COc1ccc(OC(C)C(=O)NCCc2nc3ccccc3[nH]2)cc1 (centres undefined),-1.7%,-1.0%
C1CN(c2nc3nonc3nc2N2CCOCC2)CCO1,1.9%,-1.4%
O=C(Nc1ccc(-c2nc3ccccc3s2)cc1)c1ccc(Cl)c([N+](=O)[O-])c1,-0.2%,3.3%
CCOC(=O)C1CCN(C(=O)CSC2=NCCS2)CC1,3.0%,-7.4%
O=C(Nc1ccc(Cl)c(Cl)c1)C1=Cc2ccccc2OC1,-3.4%,/
COc1ccc(OCC(=O)c2c(O)c3ccccc3oc2=O)cc1,-0.3%,-7.8%
O=C(CSc1nnc(-c2ccccc2NC(=O)c2ccccc2)o1)OC1CCCCC1,-0.5%,/

# Compound profiles (already shown).
# Listed for O=C(Nc1ccc(Cl)c(Cl)c1)C1=Cc2ccccc2OC1 : Hsp70 displacement = -3.4%; MKP-3 inhibition = /
# Listed for C1CN(c2nc3nonc3nc2N2CCOCC2)CCO1 : Hsp70 displacement = 1.9%; MKP-3 inhibition = -1.4%

# Additional records.
SMILES,Hsp70 displacement,MKP-3 inhibition
CCCn1c(N)c(C(=O)CSc2nnc(C)n2Cc2ccccc2)c(=O)n(C)c1=O,4.1%,/
COc1cccc(C(=O)Nc2nc3ccccc3[nH]2)c1,4.3%,/
CCN1CCCC1CNC(=O)CSCc1nc(-c2ccccc2C)oc1C (centres undefined),-1.1%,1.9%
Cc1cccc(CN2CCC(CNC(=O)C3CCCN(S(=O)(=O)c4cnc[nH]4)C3)CC2)c1 (centres undefined),-0.4%,-3.3%
CCOc1cc2[nH]c(=S)n(CCOC)c(=O)c2cc1OCC,-1.7%,3.0%
COc1ccccc1/C=C/C(=O)c1c(-c2ccccc2)c2cc(Cl)ccc2[nH]c1=O,-1.8%,6.0%
CCOC(=O)c1sc(-c2ccc(Br)cc2)cc1N,2.3%,/
CSc1nnc2n(C)c(=O)c3c4c(sc3n12)COC(C)(C)C4,-12.2%,-0.3%
O=C(O)c1ccccc1OCCOCCOc1ccccc1C(=O)O,7.4%,-16.1%
Cc1ccc(C)c(SCC(=O)NCc2ccco2)c1,-2.2%,/
Cc1ccc2nsnc2c1NC(=O)c1cc([N+](=O)[O-])ccc1Cl,6.7%,-0.3%
Cc1c(NC(=O)CN2CCN(C(=O)c3ccco3)CC2)c(=O)n(-c2ccccc2)n1C,4.7%,/
Cc1cccc(NS(=O)(=O)c2ccc(C3CCCCC3)cc2)n1,1.2%,/
Cc1ccc(N=Cc2c(O)n(-c3cc(Cl)ccc3N3CCOCC3)c(=O)c3ccccc23)cc1C,-3.3%,/
CC(C)Cn1cc(C(=O)NCCCOC(C)C)c2c3ccccc3n(C)c2c1=O,2.0%,/
CSc1nc(O)c(C2OC(=O)c3ccccc32)c(=O)[nH]1 (centres undefined),0.8%,1.6%
Cc1ccc2nc(NC(=O)CN(C)S(=O)(=O)c3cccc4nsnc34)sc2c1,-5.4%,-9.2%
CN(C)S(=O)(=O)N1CCN(C(=O)c2ccccc2)CC1,-2.5%,/
Cc1cccc(/C=N/NC(=O)c2cncc(Br)c2)c1O,-2.6%,-4.1%
CC(C)c1cc(C(=O)Nc2cc(Br)ccc2O)no1,-3.7%,/
COc1ccc(-c2nc(CC(=O)O)cs2)cc1OC,1.5%,/
COC(=O)c1c(N)c2ccccc2[nH]c1=O,0.1%,-7.8%
O=c1[nH]c2ccc(Cl)cc2c(-c2ccccc2)c1CN1CCOCC1,11.2%,4.7%
Cc1cc(C)n(-c2ccc(OCC(=O)O)nn2)n1,-4.1%,5.1%
O=C1NC(=O)C(=Cc2ccc(OC(=O)c3cccc([N+](=O)[O-])c3)cc2)C(=O)N1,-0.9%,5.0%

# 22 structures already listed, arranged by SMILES length, highest first:
SMILES,Hsp70 displacement,MKP-3 inhibition
O=C1NC(=O)C(=Cc2ccc(OC(=O)c3cccc([N+](=O)[O-])c3)cc2)C(=O)N1,-0.9%,5.0%
Cc1ccc(N=Cc2c(O)n(-c3cc(Cl)ccc3N3CCOCC3)c(=O)c3ccccc23)cc1C,-3.3%,/
Cc1cccc(CN2CCC(CNC(=O)C3CCCN(S(=O)(=O)c4cnc[nH]4)C3)CC2)c1 (centres undefined),-0.4%,-3.3%
Cc1c(NC(=O)CN2CCN(C(=O)c3ccco3)CC2)c(=O)n(-c2ccccc2)n1C,4.7%,/
COc1ccccc1/C=C/C(=O)c1c(-c2ccccc2)c2cc(Cl)ccc2[nH]c1=O,-1.8%,6.0%
CCCn1c(N)c(C(=O)CSc2nnc(C)n2Cc2ccccc2)c(=O)n(C)c1=O,4.1%,/
Cc1ccc2nc(NC(=O)CN(C)S(=O)(=O)c3cccc4nsnc34)sc2c1,-5.4%,-9.2%
O=C(CSc1nnc(-c2ccccc2NC(=O)c2ccccc2)o1)OC1CCCCC1,-0.5%,/
CC(C)Cn1cc(C(=O)NCCCOC(C)C)c2c3ccccc3n(C)c2c1=O,2.0%,/
Cc1ccc2nsnc2c1NC(=O)c1cc([N+](=O)[O-])ccc1Cl,6.7%,-0.3%
O=c1[nH]c2ccc(Cl)cc2c(-c2ccccc2)c1CN1CCOCC1,11.2%,4.7%
CSc1nnc2n(C)c(=O)c3c4c(sc3n12)COC(C)(C)C4,-12.2%,-0.3%
Cc1cccc(NS(=O)(=O)c2ccc(C3CCCCC3)cc2)n1,1.2%,/
COc1ccc(OCC(=O)c2c(O)c3ccccc3oc2=O)cc1,-0.3%,-7.8%
CN(C)S(=O)(=O)N1CCN(C(=O)c2ccccc2)CC1,-2.5%,/
Cc1cccc(/C=N/NC(=O)c2cncc(Br)c2)c1O,-2.6%,-4.1%
COc1cccc(C(=O)Nc2nc3ccccc3[nH]2)c1,4.3%,/
CC(C)c1cc(C(=O)Nc2cc(Br)ccc2O)no1,-3.7%,/
Cc1cc(C)n(-c2ccc(OCC(=O)O)nn2)n1,-4.1%,5.1%
COc1ccc(-c2nc(CC(=O)O)cs2)cc1OC,1.5%,/
Cc1ccc(C)c(SCC(=O)NCc2ccco2)c1,-2.2%,/
COC(=O)c1c(N)c2ccccc2[nH]c1=O,0.1%,-7.8%

# Next section.
SMILES,Hsp70 displacement,MKP-3 inhibition
COC(=O)c1sccc1NC(=O)c1cc(C)on1,1.5%,1.6%
CN1C(=O)CC(N2CCN(C(=O)c3ccccc3)CC2)C1=O (centres undefined),4.1%,/
Cc1c(C(=O)Nc2ccc(I)cc2Cl)cccc1[N+](=O)[O-],-1.5%,2.7%
COC(=O)Cn1c2c(c3cc(C)ccc31)CCCC2,0.9%,2.8%
COC(=O)NC1CSCC1OC(=O)CN1C(=O)c2ccccc2C1=O (centres undefined),-1.1%,6.3%
O=C(O)c1ccc(CSc2ncn[nH]2)cc1,-3.3%,-3.9%
O=C(Cn1cnc2c(nnn2Cc2ccc(Cl)cc2)c1=O)OCc1ccccc1,-1.3%,/
CC1(C)C2(C#N)C(N)=NC3(OCCO3)C12C#N (centres undefined),-6.0%,/
c1ccc2c(c1)nc1n2C2(N3CCOCC3)CCCC2C1N1CCOCC1 (centres undefined),-1.3%,-3.3%
NC(=O)NC(c1ccccc1)c1cccc2ccccc12 (centres undefined),-7.0%,/
Cc1ccc(S(=O)(=O)N2CCN(C3CCCCCC3)CC2)cc1,-1.5%,3.5%
CCOC(=O)NC(Nc1ccc(S(N)(=O)=O)cc1)(C(=O)OCC)C(F)(F)F (centres undefined),-38.4%,-4.6%
Clc1ccc(C(c2nnnn2C2CCCCC2)N(Cc2cccnc2)Cc2ccco2)cc1 (centres undefined),-0.4%,-6.9%
COC(=O)Cn1ncn2cccc2c1=O,7.1%,-0.4%
O=C(c1ccc(Cl)c(Cl)c1)N1CCN(c2ccc([N+](=O)[O-])cc2Cl)CC1,0.3%,6.9%
N/C(=N\OC(=O)c1ccco1)c1ccc(Cl)cc1,-0.6%,2.4%
COc1ccc(CC(=O)Nc2ccc(-c3nnc(-c4ccccc4)o3)cc2)cc1OC,-90.2%,-2.0%
O=S(=O)(Nc1ccc2c(c1)oc1ccccc12)N1CCCC1,3.6%,6.3%
CCOC(=O)c1[nH]cnc1C(=O)NC1CCCCC1,4.6%,-2.7%
CCOc1ccc(C2CC(c3ccc(CC)cc3)Nc3nc(N)nn32)cc1 (centres undefined),3.0%,0.3%
CCn1c2ccccc2c2cc(CN3CCN(Cc4cc(OC)c(OC)cc4OC)CC3)ccc21,-4.0%,1.5%
CC1=NN(c2cccc(Cl)c2)C(=O)/C1=C\c1c(C)[nH]n(-c2ccccc2)c1=O,1.2%,0.2%
CN1CCN(c2ccc([N+](=O)[O-])cc2/C=N/NC(=O)CCc2ccccc2O)CC1,1.8%,2.6%
Cc1cc(/C=N\NC(=O)c2ccco2)c(C)n1-c1cccc(Cl)c1,6.3%,4.1%
CC(=O)N1CCc2[nH]c3ccccc3c2C1,2.6%,2.4%
CC(C)COC(=O)c1ccc(NC(=O)c2ccc(Cl)c(Cl)c2)cc1,-0.7%,1.7%

# These rows are one share of the data; count on the stated rates, not on these rows.
